# Lipid storage S3 – qHTS Assay for Lipid Storage Modulators in Drosophila S3 Cells; Drosophila S3 cells, BODIPY lipid droplet fluorescence, 18-24 h; cells fed with added oleic acid; actives 0.64% (n = 320,000); Potency in µM for hits, for the others lipid storage change, negative = inhibition, % at the top dose, mostly 46.1 µM; active = well fitted inhibition curve with a large enough effect in the signal ratio, with a control signal flat, not every such curve was filed as active; inconclusive = small, poorly fitted or top-dose-only effect, or effect the other way, or a change in a side signal; the % refers to the signal ratio
#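 Laser-scanning cytometry quantifies lipid droplet accumulation (500–530 nm total intensity; droplet/cell object ratio) in oleic acid-fed (400 uM added) Drosophila S3 cells treated with a concentration series. 20 uM Triacsin C defined 100% inhibition.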
# Lipid storage S3 cell count max – second read-out of Lipid storage S3, no call of its own (marks repeat the call); cell number change, %; measured here: cell count max response;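 cells counted by Cell Tracker Red CMTPX staining in the red channel; peak over a dose series mostly up to 46.1 µM; percent activity relative to internal control wells on each plate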
# Active calls of the source: *; i = inactive; ? = inconclusive; . = no result given; [ ] = dose if it differs, or a comment. % is set by controls: 0 for no effect and ±100 for the full control effect; potency is the fitted concentration of half-maximal effect. Not all compounds are listed, so the mix of outcomes need not match the whole.
# Each structure is followed by: Lipid storage S3 | Lipid storage S3 cell count max
O=C1CC(Sc2ccc(Cl)cc2)C(=O)N1c1ccc2c(c1)OCCO2 (stereo unspecified)
 : 4.9% | -0.2
CCOC(=O)N1CCN(C(=O)c2ccc3c(=O)n(CCC4=CCCCC4)c(=O)[nH]c3c2)CC1
 : -12.7% | -13.1
NC(=O)C1CCN(C(=O)NC2CC(=O)N(c3ccc4c(c3)OCCO4)C2)CC1 (stereo unspecified)
 : ? | .
Cc1c(C(=O)N(C)CCOc2ccccc2)oc2c(Cl)cccc12
 : ? | .
CCOCc1nnc(NC(=O)CSc2ccccc2)s1
 : ? | .
Cc1cc(C(=O)OC(C(=O)Nc2ccc(C)c(Cl)c2)c2ccccc2)c(C)o1 (stereo unspecified)
 : 19.4% | 0.6
O=S(=O)(c1cccc(-c2n[nH]c(=S)n2Cc2ccccc2)c1)N1CCOCC1
 : ? | .
O=c1cc(-c2ccccc2)nc2nc(-c3ccco3)[nH]n12
 : i | .
COc1ccccc1OCCCOc1cccc(/C=C2\SC(=O)NC2=O)c1
 : ? | .
COc1cccc(C(=O)NNC(=O)C(=O)N2CCCCC2)c1
 : -3.3% | 9.8
COc1ccc(N2CCN(Cc3nc4c(c(=O)n(C)c(=O)n4C)n3Cc3cccc(C)c3)CC2)cc1
 : ? | .
CCOc1cc(NC(=S)NCc2ccco2)c(OCC)cc1NC(=O)C1CC1
 : 16.5% | 2.7
O=C(N/N=C/C=C\c1ccccc1[N+](=O)[O-])c1cccnc1
 : ? | .
COc1ccc(NC(=O)c2oc3ccccc3c2NC(=O)c2ccc3c(c2)OCO3)cc1
 : i | .
N/C(=N\OC(=O)N1CCOCC1)c1ccc(Br)cc1
 : 10.6%[9.22 µM] | 14.4
COc1ccc(OCC(=O)N(Cc2ccco2)C2CCS(=O)(=O)C2)cc1 (stereo unspecified)
 : ? | .
CC(NC(=O)COC(=O)C1=COCCO1)C12CC3CC(CC(C3)C1)C2 (stereo unspecified)
 : -25.4% | .
CCCN(CC(=O)c1cc(C)n(C)c1C)S(=O)(=O)c1cccc(C(F)(F)F)c1
 : -26.7% | .
Cc1nc2ccccc2nc1OCc1cccc([N+](=O)[O-])c1
 : ? | .
CC(C)N(C(=O)CSc1nc2c([nH]1)c(=O)n(C)c(=O)n2C)c1ccccc1
 : ? | .
CC1CCCC(NC(=O)c2ccc(COc3ccccc3)o2)C1C (stereo unspecified)
 : ? | .
COc1ccc(OCC(O)CNC(=O)c2cccs2)cc1 (stereo unspecified)
 : 0.9% | -12.0
CCn1cc(C(=O)N2CC=C(c3ccccc3)CC2)c(=O)c2ccc(C)nc21
 : ? | .
COc1ccccc1/C(C)=N/NC(=O)c1nnn(-c2nonc2N)c1C(C)C
 : 10.8% | 2.5
O=[N+]([O-])c1ccccc1CSc1nc2ccccc2o1
 : ? | .
CN(CC(=O)Nc1ccc(Cl)c(C(F)(F)F)c1)C(=O)c1ccc2c(c1)OCCO2
 : ? | .
Cc1ccc(C(=O)N/C(=C\c2ccco2)C(=O)NCCCn2ccnc2)cc1
 : 3.7% | 0.4
c1ccc(-c2cc(CSc3nc4ccccc4[nH]3)on2)cc1
 : ? | .
COc1cc(/C=N/NC(=O)c2ccc(CN(C)S(=O)(=O)c3ccc(C)cc3)cc2)ccc1O
 : ? | .
Cc1ccc(S(=O)(=O)N(CCCO)Cc2cc3c(C)ccc(C)c3[nH]c2=O)cc1
 : ? | .

# A draw from above in order of heavy-atom count, ascending.
# Each structure is followed by: Lipid storage S3 | Lipid storage S3 cell count max
COc1ccc(OCC(O)CNC(=O)c2cccs2)cc1 (stereo unspecified)
 : 0.9% | -12.0
CC1CCCC(NC(=O)c2ccc(COc3ccccc3)o2)C1C (stereo unspecified)
 : ? | .
CC(C)N(C(=O)CSc1nc2c([nH]1)c(=O)n(C)c(=O)n2C)c1ccccc1
 : ? | .
Cc1ccc(C(=O)N/C(=C\c2ccco2)C(=O)NCCCn2ccnc2)cc1
 : 3.7% | 0.4

# Following part:
# Each structure is followed by: Lipid storage S3 | Lipid storage S3 cell count max
CCCNC(=O)c1onc(CSc2ccc(Cl)cc2)c1C(=O)NC(C)C
 : ? | .
CCn1c(CSc2nc(C)cc(C)n2)nnc1SCC(=O)N1CCCc2ccccc21
 : ? | .
COc1ccc(S(=O)(=O)NCC(c2cccs2)N2CCc3ccccc3C2)cc1 (stereo unspecified)
 : ? | .
Cc1nnc(SCC(=O)Nc2cc(C(C)(C)C)nn2-c2ccccc2)s1
 : ? | .
CC(C)(C)c1ccc(-c2noc(CCC(=O)Nc3cccnc3)n2)cc1
 : ? | .
Cn1c(=O)c2c(nc(-c3ccccc3)n2C)n(Cc2ccccc2)c1=O
 : ? | .
CCOC(=O)c1sc(C)c2c(=O)n(CCCN3CCOCC3)cnc12
 : i | 13.2
CCN(CC(=O)NCc1ccc(Cl)cc1)C(=O)CN1C(=O)NC(C)(c2ccccc2)C1=O (stereo unspecified)
 : ? | .
CCN(CC)S(=O)(=O)c1ccc2c(c1)nc(CCC(=O)O)n2C
 : ? | .
Cc1cc(NC(=O)COC(=O)c2oc3c(ccc4ccccc43)c2C)no1
 : 38.1% | -25.7
CN/C(=C/[N+](=O)[O-])NCCSCc1ccc(CN(C)C)o1
 : ? | .
COc1ccc(CNC(=O)Nc2ccc(C)c(C)c2)cc1
 : ? | .
O=C(CCS(=O)(=O)c1ccc(Br)s1)Nc1ccccc1Br
 : ? | .
Nc1nc2n(n1)C(c1cccs1)CC(c1ccc(Br)cc1)N2 (stereo unspecified)
 : 12.6% | 1.7
Oc1cccc(Nc2nc(N3CCOCC3)nc(N3CCOCC3)n2)c1
 : ? | .
CCc1nc(N2CCN(C(=O)c3ccco3)CC2)c(C#N)c2c1COC(C)(C)C2
 : i | -27.2
O=C(CSc1nc2nc(-c3cccs3)cc(C(F)(F)F)c2c(=O)[nH]1)Nc1ccc(F)c(F)c1
 : ? | .
Cc1ccc(N2CC(NC(=O)C(=O)c3c[nH]c4ccccc34)CC2=O)cc1C (stereo unspecified)
 : 1.2% | 20.5
COc1ccc(N2CCN(C(=O)COC(=O)c3ccccc3OCc3ccc(F)cc3)CC2)cc1
 : ? | .
CC(C)(C)NC(=O)CSc1nnc(SCC(=O)NC(C)(C)C)s1
 : 4.7% | 12.7
Cn1nnc(C(O)CNCc2cccs2)n1 (stereo unspecified)
 : 5.5% | 1.2
Cc1ccc(S(=O)(=O)N2CCCCC2)cc1NC(=O)C1CC(=O)N(c2ccc3c(c2)OCCO3)C1 (stereo unspecified)
 : ? | .
CCOc1cc(N2CCOCC2)c(OCC)cc1NC(=O)c1nc2nccc(C)n2n1
 : ? | .
O=C(NNC(=O)c1sc2cccc(Cl)c2c1Cl)Nc1ccccc1
 : -1.3% | -6.5
COc1ccc(-n2c(=S)[nH]c3sc4c(c3c2=O)CCN(C)C4)cc1
 : -9.7% | -5.0
COc1cc2nc(C3CCC3)n(NC(=O)C(OC(C)=O)c3ccccc3)c(=O)c2cc1OC (stereo unspecified)
 : 11.1% | -8.2
CCN(CC)C(=O)COc1ccc(-c2nnc(Nc3ccc(OC)c(C(=O)NC)c3)c3ccccc23)cc1
 : ? | .
Oc1ccc(/C=N/N2CCCCC2)cc1O
 : -6.4% | 2.8
Cc1ccc(C(=O)CSc2ccc(-c3ccccc3)nn2)cc1
 : 20.4% | 0.7
COc1ccc(/C=N/n2cnc3c([nH]c4ccccc43)c2=O)cc1CO
 : ? | .
CCOc1cccc2sc(N(CCN(C)C)C(=O)c3ccc4ccccc4c3)nc12
 : ? | .
COc1cc(C(=O)NCc2ccc(S(N)(=O)=O)cc2)ccc1OCC(=O)N1CCOCC1
 : ? | .
C#CCOCCOCCOCCNc1nc(N2CCN(C(=O)CCCCCCCCCCNC(=O)[C@H](CCC(=O)O)n3cc(CCCCCN)nn3)CC2)nc(N2CCN(C(=O)CCCCCCCCCCNC(=O)[C@@H]([C@H](C)O)n3cc(C)nn3)CC2)n1
 : ? | .
CCN(CC)CCN(C(=O)c1ccc(S(=O)(=O)N2CCOCC2)cc1)c1nc2cc3c(cc2s1)OCCO3
 : ? | .
O=C(CS(=O)(=O)c1ccccc1)Nc1nc2ccccc2s1
 : ? | .
CCOc1ccc(N2C(=O)CN=C2Nc2ccccc2F)cc1
 : ? | .
O=C(Nc1cccc(C(F)(F)F)c1)c1cc(Br)cc2c1OCC2
 : -20.8% | .
CC(=O)c1ccc(S(=O)(=O)N2CCNCC2)cc1
 : -8.3% | 10.7
O=C(CCC(=O)OCc1ccc([N+](=O)[O-])cc1Cl)Nc1ccccc1
 : 13.8% | -7.6
N#Cc1c(N)n(-c2ccccc2)c(=O)c2cc([N+](=O)[O-])ccc12
 : ? | .
Cc1ccc(Oc2nnc(-c3cccs3)c3ccccc23)cc1C
 : ? | .
O=C(CSc1nncs1)NNC(=O)c1ccco1
 : 34.9% | -5.8
Cc1c(NS(=O)(=O)c2ccc(Br)cc2)c(=O)n(-c2ccccc2)n1C
 : 23.5% | -2.3
Cc1cc(C)n(-c2nncn2NC(=O)c2ccc(Cl)cc2O)n1
 : 10.1% | 14.2
O=C(NCCCCNC(=O)c1ccccn1)c1ccccn1
 : ? | .
Cc1ccc(Nc2c3c(nc4ncnn24)CC(C)CC3)cc1 (stereo unspecified)
 : ? | .
CC(C)CC1(C(=O)NCc2ccccn2)C=CCN1C(=O)c1ccccc1 (stereo unspecified)
 : 12.3% | 1.9
CS(=O)(=O)N1CCC(C(=O)NCCN2CCN(Cc3ccccc3)CC2)CC1
 : ? | .
COc1ccc(CC(=O)Nc2ccc3c(c2)CCC3)cc1S(=O)(=O)N1CCOCC1
 : ? | .
COC(=O)CN1C(=O)[C@H]2[C@@H](c3ccc(C)o3)N3C(=O)CN(Cc4ccccc4)C(=O)[C@@]3(Cc3ccccc3)[C@H]2C1=O
 : ? | .
Cc1ccc(C)c(C(=O)COC(=O)c2cc([N+](=O)[O-])ccc2N2CCOCC2)c1
 : -20.7%[0.0737 µM] | .
Nc1nonc1C(=O)OCC(=O)N1CCCCC1
 : 6.1%[9.22 µM] | 10.3
COc1cccc(C2CC(c3cccs3)=NN2C(=O)CSC2=NN3CCCC(=O)N=C3S2)c1OC (stereo unspecified)
 : ? | .
O=C(Nc1ccc(CN2CCCCC2)cc1)c1cccc(F)c1
 : ? | .
Cc1ccc(NC(=O)COC(=O)CCc2c(C)nc3nc(N)nn3c2C)cc1C
 : ? | .
O=C(/C=C/c1ccccc1)NNc1ccc(Cl)cc1
 : ? | .
O=C(CSc1nnc(-c2ccccc2Cl)o1)N1CCOCC1
 : ? | .
O=C(Nc1ccc(F)cc1)c1ccc(S(=O)(=O)N2CCOCC2)o1
 : 9.8% | 8.8
COc1ccc(Br)cc1CN(C)C(=O)CNC(=O)c1ccc2ccccc2c1
 : ? | .
CC1(C)Cc2c(sc3c2C(=O)N(c2ccccc2)C2=NCCN23)CS1
 : ? | .

# Profiles from above. Order of values: Lipid storage S3	Lipid storage S3 cell count max
# Profile of O=C(NCCCCNC(=O)c1ccccn1)c1ccccn1 = ?	.
# Profile of Cc1cc(C)n(-c2nncn2NC(=O)c2ccc(Cl)cc2O)n1 = 10.1%	14.2
# Profile of COc1ccc(Br)cc1CN(C)C(=O)CNC(=O)c1ccc2ccccc2c1 = ?	.

# Later entries.
# Each structure is followed by: Lipid storage S3 | Lipid storage S3 cell count max
COc1ccc(CNC(=O)/C=C/c2ccco2)cc1OC
 : 1.2% | 9.2
CCCS(=O)(=O)c1c(S(=O)(=O)CCC)c2c(N)cccn2c1C(=O)c1ccc(OC)cc1
 : 1.7% | -12.2
Cc1ccc(NC(=O)CN(C)CC(=O)Nc2ccccc2C(=O)Nc2ccccc2)cc1
 : i | 9.3
O=C(C1CCCN(c2ncnc3c2nc2n3CCCCC2)C1)N1CCN(c2ccc(F)cc2)CC1 (stereo unspecified)
 : ? | .
COc1cccc(C(=O)NC(=S)Nc2ccc(Cl)c(C(=O)O)c2)c1
 : 3.8% | -11.3
CC(Oc1ccc(-c2ccccc2)cc1)C(=O)N/N=C/c1cccnc1 (stereo unspecified)
 : ? | .
CC1(C)Cc2c(sc3ncn4nnnc4c23)CO1
 : 15.8% | -10.5
CCC(CNc1cc(OC)cc2cccnc12)NC1CCCCC1 (stereo unspecified)
 : ? | .
Clc1ccc(Br)cc1-c1nc(-c2ccncc2)no1
 : i | .
CCC1(C)Cc2ccccc2/C(=C/C(=O)N2CCCCC2)N1 (stereo unspecified)
 : ? | .
O=C1c2cccc3cccc(c23)C(=O)N1CCCN1CCN(c2ccc(F)cc2)CC1
 : ? | .
CCn1c(=NC(=O)CS(=O)(=O)c2ccc(F)cc2)sc2cccc(OC)c21
 : ? | .
Cc1ccc(-c2nc(CS(=O)CC(=O)N3CCN(c4ccc(F)cc4)CC3)c(C)o2)cc1 (stereo unspecified)
 : ? | .
Cc1ccc(C)c(CSc2nnc(-c3ccccn3)n2N)c1
 : ? | .
CC1CC(Nc2ccccc2)c2ccccc2N1C(=O)c1cccnc1 (stereo unspecified)
 : -1.8% | -18.2
NC(N)=Nc1cc2ccccc2c2ccccc12
 : ? | .
Cc1cccc(C)c1N1CCN(S(=O)(=O)N2CCOCC2)CC1
 : ? | .
COCC(=O)N1CCC(Oc2ccc(C(=O)N3C[C@H]4CC[C@H]3C4)cc2)CC1
 : ? | .
OC1(c2ccc(F)cc2)CCN(Cc2nnnn2Cc2cccs2)CC1
 : i | 18.2
COc1ccc(N(C)C(=O)C2CCN(S(=O)(=O)c3cccc4nonc34)CC2)c(OC)c1
 : i | -17.5
Nc1ccc(C(=O)NC2CCSc3ccccc32)cc1[N+](=O)[O-] (stereo unspecified)
 : ? | .
